# IL1B NFkB inh: blocks IL-1B driven NFkB nuclear translocation in HUVEC cells; inhibition, % at 2 µM; 94,000 tested, 0.43% active; AID 796; HUVEC IL-1B NFkB p65 nuclear translocation imaging;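 active = inhibition above about 30% together with a positive call from visual inspection of the well image, limit read from the data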;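 also: nuclear over cytoplasmic p65 intensity ratio measured by imaging; 0% = IL-1B stimulated DMSO wells and 100% = unstimulated DMSO wells; values of inactives mirror those of a sister screen read the other way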
# IL1B NFkB pot: enhances IL-1B driven NFkB nuclear translocation | activation, % at 2 µM | HUVEC IL-1B NFkB p65 nuclear translocation imaging | AID 819 | 94,000 tested, 0.3% active;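 active = activation above 40%, about the mean plus 3 SD, also judged a hit on visual image review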;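 also: percent activation is computed from the nuclear over cytoplasmic p65 intensity ratio; values of inactives mirror those of a sister screen read the other way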
# Bcl-B displacement: displacers of TR3 peptide from Bcl-B, primary screen, selectivity assay for Bfl-1 inhibitor project, biochemical, fluorescence polarization; FP displacement of FITC-TR3 peptide from Bcl-B; higher % means a stronger effect; one-dose displacement, % at 20 µM; IC50 in µM for titrated hits; 96,000 tested, 0.11% active; AID 748;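 active = displacement above 50% at 20 µM plus a fluorescence interference ratio under 1.5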;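 also: plate controls were wells without compound for no effect and wells lacking Bcl-B protein for full effect; a part of the inactive calls stands beside numbers as strong as those of hits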
# MRP reversal: compounds reversing MRP-mediated drug resistance | 85,000 tested, 0.04% active | differential viability (reversal), % at 10 µM | H69AR cells + 2 uM doxorubicin, CellTiter-Glo, 72 h;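 active = viability drop by adding the cancer drug above about 55%, with treated viability meeting a 40% cutoff, limit read from the data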;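 also: viability without doxorubicin minus viability with 2 µM doxorubicin for each compound; larger differential means the compound sensitizes cells more to doxorubicin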
# PLAP inhibitors HTS: inhibition of human placental alkaline phosphatase – biochemical, luminescence, HTS (AID 690). inhibition, % at 20 µM, or IC50 in µM where a hit was titrated. purified PLAP, luminescent substrate; higher % means a stronger effect. 96,000 tested, 0.08% active; in the data active = a potency from the dose series; inactive = the rest, 99 in 100 with inhibition below about 30%; also: strong numbers were not always called active
# MRP reversal cytotoxicity: also measured in MRP reversal; calls as there; viability, %; H69AR cells, CellTiter-Glo, 72 h; measured here: cytotoxicity without doxorubicin
# MRP reversal with doxorubicin: further read-out of MRP reversal, marked with its call; viability, %; measured here: viability with 2 uM doxorubicin; hits give low values
# IL1B NFkB inh cell count 2 µM: second read-out of IL1B NFkB inh, no call of its own (marks repeat the call); cell count; measured here: cells passing quality filter;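 raw number of nuclei counted in each imaged well without normalization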
# IL1B NFkB pot cell count 2 µM: recorded beside IL1B NFkB pot, whose call it bears; cell count; measured here: cells passing quality filter
# Active calls of the source: *; / = not tested or not shown. Only part of the results is shown; rates above refer to the full screens.
Compound	IL1B NFkB inh	IL1B NFkB inh cell count 2 µM	IL1B NFkB pot	IL1B NFkB pot cell count 2 µM	Bcl-B displacement	MRP reversal	MRP reversal cytotoxicity	MRP reversal with doxorubicin	PLAP inhibitors HTS
CC1(C)NC(=O)N(CC(O)CN2C(=O)NC(C)(C)C2=O)C1=O	0.3	78	-0.3	78	3.9%	-5.8	99.1	104.9	-1.6%
NS(=O)(=O)c1ccc(NC(=O)COC(=O)CSc2n[nH]c(-c3ccccc3)n2)cc1	-3.0	121	3.0	121	-14.4%	-9.3	88.2	97.6	-24.4%
O=C1c2oc3ccc(Cl)cc3c(=O)c2C(c2cccc(Br)c2)N1CCO (stereo not given)	-16.3	108	16.3	108	-5.0%	-31.8	25.8	57.6	20.6%
CN1CCN(c2ccc(Cl)cc2NC(=O)C2COc3ccccc3O2)CC1 (stereo not given)	/	/	/	/	0.9%	-13.5	30.4	44.0	-50.2%
CC1CCC(=C(C#N)C(=O)Nc2cccc(Cl)c2)CC1 (stereo not given)	3.3	81	-3.3	81	2.5%	7.2	91.8	84.6	-2.8%
Cc1ccsc1/C=N/NC(=O)CSCc1ccc(Cl)cc1	-11.4	168	11.4	168	13.7%	/	/	/	2.2%
CCCn1c(Nc2nc3ccccc3n2C)nc2ccccc21	-13.9	112	13.9	112	-1.1%	0.4	3.1	2.6	0.7%
Cc1[nH]nc(-c2ccc(OCc3cnn(-c4ccccc4)c3)cc2O)c1Oc1ccc(Cl)cc1	-4.6	149	4.6	149	-1.3%	/	/	/	-17.3%
Cc1cc(Cl)c(S(=O)(=O)N2CC(C)OC(C)C2)cc1OCC(N)=O (stereo not given)	8.8	155	-8.8	155	-7.2%	7.0	97.7	90.7	11.8%
Cn1nnnc1SCCNCc1ccncc1	9.6	175	-9.6	175	-0.1%	-12.8	89.9	102.7	-10.6%
COC(=O)c1ccc(NC(=O)CN2CCOCC2)cc1	-3.8	97	3.8	97	-6.2%	21.7	100.3	78.6	-0.1%
Cc1cc(C)n(C(=O)CCCC(=O)n2nc(C)cc2C)n1	/	/	/	/	0.8%	-19.4	94.0	113.4	0.7%
Cc1ccc(-c2csc(N(CCCN3CCOCC3)C(=O)c3ccco3)n2)cc1	-8.9	91	8.9	91	-0.5%	/	/	/	-56.9%
Cc1cc(N2CCOCC2)n2nc(C)c(-c3ccccc3)c2n1	-34.0	120	34.0	120	-4.9%	-30.5	44.8	75.3	-3.8%
CCOc1ccc(NC(=O)c2ccccc2OC)cc1	1.1	158	-1.1	158	5.7%	0.6	62.5	61.9	14.8%
Cc1ccc(NC(=O)C2CCN(S(=O)(=O)c3c(C)n[nH]c3C)CC2)nc1	5.8	125	-5.8	125	7.7%	-0.8	96.7	97.5	-32.5%
C(=N\Nc1nc(-c2ccccc2)cs1)/c1cccnc1	-9.0	109	9.0	109	2.0%	/	/	/	-31.7%
CC(=O)c1ccc(OCCN2CCOCC2)cc1	-29.4	153	29.4	153	-17.2%	5.3	85.9	80.6	6.5%
Brc1ccc(-c2csc(N3CCc4ccccc4C3)n2)cc1	11.4	186	-11.4	186	-3.6%	/	/	/	-8.7%
O=C(COc1ccccc1)N1CCN(C(=O)Cc2ccccc2)CC1	-7.3	78	7.3	78	7.4%	5.7	99.1	93.4	5.4%
CCOc1ccccc1N(CC(=O)NC1CCCCC1)C(=O)CCCC(=O)Nc1ccccn1	-8.7	98	8.7	98	3.7%	2.1	95.2	93.0	-95.3%
CCOC(=O)c1cnc2ccc(C)cc2c1Nc1ccc(N2CCOCC2)cc1	-9.4	106	9.4	106	10.3%	/	/	/	-12.9%
O=C(Nc1cccc(-c2cn3ccccc3n2)c1)c1cnccn1	-17.3	152	17.3	152	/	-31.1	89.1	120.2	/
COc1ccc(-c2nnc(NC(=O)c3ccc(S(=O)(=O)N4CCCc5ccccc54)cc3)o2)cc1	6.8	138	-6.8	138	-0.4%	-4.9	17.4	22.3	5.8%
CC(=O)Nc1ccc(OCC(O)CNC2CCCC2)cc1 (stereo not given)	-7.8	140	7.8	140	5.2%	/	/	/	4.7%
Cn1c(=O)oc2cc(S(=O)(=O)NCCc3ccccc3)ccc21	/	/	/	/	-3.1%	8.8	96.4	87.6	20.0%
CCSC(=Nc1ccccc1)C1=C(O)COC1=O	-4.6	93	4.6	93	-5.0%	10.2	94.3	84.1	11.0%
COc1ccc(C(=O)CN2C(=O)c3ccccc3C2=O)c(OC)c1C	-3.3	156	3.3	156	-8.3%	6.1	101.8	95.6	25.7%
CCN(CC)c1ncnc2ccc(Br)cc12	4.8	160	-4.8	160	-8.1%	17.6	103.6	86.0	-20.1%
COc1ccc(-c2ccc(-c3nnn(CC(=O)N4CCOCC4)n3)cc2)cc1	5.3	197	-5.2	197	9.4%	7.6	24.1	16.5	4.1%
CC1CCCN(C(C(=O)Nc2ccc3c(c2)OCCO3)c2ccccc2)C1 (stereo not given)	7.1	122	-7.1	122	3.2%	6.0	92.5	86.5	-24.5%
COc1ccccc1N1CCN(C(=O)C(Sc2ccccc2)c2ccccc2)CC1 (stereo not given)	2.5	118	-2.5	118	1.8%	/	/	/	-43.4%
CCOC(=O)N1CCN(C(=O)CSCc2nc(-c3ccccc3C)oc2C)CC1	10.4	114	-10.4	114	-11.7%	-7.5	71.7	79.1	-27.1%
Cc1ccccc1C(=O)Nc1ccccn1	-20.5	121	20.5	121	-8.8%	-19.1	89.4	108.5	9.8%
c1ccc(CCSc2nccn2-c2ccccc2)cc1	4.6	117	-4.6	117	-1.5%	/	/	/	15.9%
Cc1cccc(-n2c(C)cc(/C=N/NC(=O)c3ccc(CN4CCOCC4)cc3)c2C)c1	-2.4	119	2.4	119	2.8%	/	/	/	-411.2%
Cc1ccc(-c2nnn(CC(=O)N3c4ccccc4CCc4ccccc43)n2)cc1	-1.6	97	1.6	97	/	-3.2	78.7	81.9	/
Cc1nn(-c2ccccc2)c2c1C1(C(=O)N(C)c3ccccc31)C(C#N)=C(N)O2 (stereo not given)	-6.8	177	6.8	177	-1.0%	-16.0	42.2	58.2	14.5%
O=C(CSc1nc2c(cnn2-c2ccc(F)cc2)c(=O)[nH]1)N1CCCCCC1	-11.5	50	11.5	50	-1.8%	/	/	/	-17.5%
c1ccc2c(N3CCCCC3)nc(N3CCCCC3)nc2c1	15.9	78	-15.9	78	3.2%	-5.5	53.5	59.0	-23.9%
Cc1nn(Cc2ccccc2)c(Cl)c1C(=O)OCc1nnc(-c2ccc(Cl)cc2)o1	-17.7	100	17.7	100	-5.7%	13.1	106.1	93.1	-44.4%
COc1ccc2c(Cl)c(C(=O)N/N=C/c3ccc4c(c3)OCO4)sc2c1	18.3	91	-18.3	91	-14.7%	/	/	/	0.9%
CCc1nc2ccccc2n1CC(=O)N(C(C)CC)C1CCS(=O)(=O)C1 (stereo not given)	-29.4	145	29.4	145	2.1%	11.0	105.5	94.5	9.0%
CSc1cccc(NC(=O)COc2ccccc2)c1	-10.6	134	10.6	134	-10.0%	5.7	96.5	90.8	-1.0%
COc1ccc(Br)cc1C1Nc2ccccc2C(=O)N1NC(=O)c1ccncc1 (stereo not given)	-9.2	125	9.2	125	-4.9%	/	/	/	5.8%
COc1ccc(-c2nc3ccccc3c(C(=O)Nc3ccc(S(=O)(=O)Nc4cc(C)on4)cc3)c2C)cc1	23.3	121	-23.3	121	-5.3%	/	/	/	-54.8%
COc1ccccc1NC(=O)c1cc(Sc2nncn2C)nc2ccccc12	1.5	109	-1.5	109	-4.1%	4.5	67.4	62.9	-32.1%
Cc1cccc(NC(=O)CSc2nc3ccccc3o2)c1	-13.5	100	13.5	100	-1.2%	/	/	/	-14.0%
CCSc1nnc(NC(=O)C(C(F)(F)F)C(F)(F)F)s1	-13.5	80	13.5	80	-1.4%	3.9	93.3	89.4	-6.4%
O=C(NC1CCN(Cc2ccccc2)CC1)C1CCCN(S(=O)(=O)c2cccc3nonc23)C1 (stereo not given)	46.4*	88*	-46.4	88	1.9%	12.6	98.2	85.6	-75.2%
CCOC(=O)c1cccc(NC(=O)CN(c2ccc(C)cc2)S(=O)(=O)c2c(C)n[nH]c2C)c1	6.6	216	-6.6	216	7.0%	-3.3	91.7	95.0	-38.3%
CCN(CC)C(=S)SCC(=O)c1ccccc1	12.0	98	-12.0	98	-3.6%	/	/	/	6.2%
COc1ccc(-n2c(Cc3cccn3C)nnc2SCC(=O)Nc2ccccc2F)cc1	/	/	/	/	5.0%	8.1	79.6	71.5	-24.8%
CC(=O)C(Sc1nn(C)c(=S)s1)C(=O)Nc1ccccc1 (stereo not given)	10.8	129	-10.8	129	16.7%	-4.4	90.3	94.7	-6.8%
CC(=O)Nc1coc2ccc(Br)cc12	5.0	100	-5.0	100	-18.7%	-13.9	78.9	92.8	12.4%
COc1ccccc1-c1noc(CCC(=O)Nc2cccc(C)c2)n1	-21.6	113	21.6	113	5.1%	17.3	86.7	69.4	20.2%

# Additional entries:
Compound	IL1B NFkB inh	IL1B NFkB inh cell count 2 µM	IL1B NFkB pot	IL1B NFkB pot cell count 2 µM	Bcl-B displacement	MRP reversal	MRP reversal cytotoxicity	MRP reversal with doxorubicin	PLAP inhibitors HTS
O=C(CSc1cn(Cc2ccccc2)c2ccccc12)N1CCOCC1	-7.4	56	7.4	56	-1.2%	20.9	91.2	70.3	-20.2%
CCn1c(=O)c(C(=O)NCc2ccc(OC)cc2)c(O)c2ccccc21	-14.0	135	14.0	135	-4.4%	/	/	/	5.4%
CCOC(=O)c1sc(N)c(C#N)c1CSc1nnc(C2CCCCC2)n1N	1.8	130	-1.8	130	-27.6%	0.8	77.2	76.4	-28.3%
CC(=O)Nc1c(O)nc(SCC(=O)Nc2cccc(C)c2)[nH]c1=O	-0.2	150	0.2	150	-17.6%	6.3	104.7	98.3	-39.4%
Cc1ccc(C)c(NC(=O)CSc2nnc(CSc3nc(C)cc(C)n3)n2Cc2ccco2)c1	/	/	/	/	1.8%	10.2	70.2	59.9	-36.7%
Cn1c(=O)[nH]c(=O)c2c1nc(Br)n2CCCO	-10.9	109	10.9	109	7.9%	-2.5	94.5	97.0	8.8%
CCn1c(N2CCN(C(=O)NC3CCCCC3)CC2)nc2ccccc21	13.4	81	-13.4	81	/	-9.1	80.5	89.5	/
Cc1cc(NC(=O)c2ccc3c(c2)OCCO3)no1	/	/	/	/	30.5%	-35.7	33.6	69.4	20.8%
c1ccc(CNCC2COc3ccccc3O2)cc1 (stereo not given)	1.7	65	-1.7	65	/	-1.0	105.0	106.0	/
CCc1ccc(NCCC(=O)c2ccc(Br)cc2)cc1	-18.1	168	18.1	168	-5.0%	/	/	/	5.9%
Cc1sc2nc(CN(C(=O)c3cccs3)C3CCCC3)[nH]c(=O)c2c1C	5.3	201	-5.3	201	1.5%	-0.7	89.3	89.9	-42.1%
CC1(C)CC(=O)C2=C(C1)N(c1ccc(F)cc1)C(=O)CC2c1cccnc1 (stereo not given)	/	/	/	/	3.6%	2.5	93.2	90.7	10.5%
Cc1ccccc1NC1=C/C(=N\S(=O)(=O)c2cccs2)c2ccccc2C1=O	-15.3	164	15.3	164	-0.1%	/	/	/	-12.2%
Cc1cc(OCCCCCNCCO)ccc1Cl	-11.9	163	11.9	163	/	9.9	85.9	75.9	/
CCOC(=O)N1CCN(C(=O)CSCc2ccccc2C)CC1	-5.4	116	5.4	116	-12.8%	/	/	/	-19.1%
CCOC(=O)N1CCN(c2c(N3CCC(N4CCCCC4)CC3)c(=O)c2=O)CC1	9.3	136	-9.3	136	-6.1%	8.9	89.3	80.4	-6.5%

# Single entries from the list:
# Reading for Cc1ccccc1NC1=C/C(=N\S(=O)(=O)c2cccs2)c2ccccc2C1=O in IL1B NFkB pot cell count 2 µM: 164
# Reading for CCOC(=O)N1CCN(c2c(N3CCC(N4CCCCC4)CC3)c(=O)c2=O)CC1 in MRP reversal: 8.9

# Screening results: PubChem, several laboratories
